Myeloid diff MLP: promotes myeloid progenitor differentiation; ER-HoxA9 myeloid progenitors, lysozyme-GFP differentiation, flow cytometry; calls only at 10 µM; actives 1% (n = 360,000);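 active = normalized GFP-positive differentiation at or above the plate's own cutoff, the solvent-only control mean plus 3 SD; inconclusive = no clear call, values can overlap the other calls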;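 also: cells exposed to compound for four days before flow analysis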
TNAP activation fold: stimulation of alkaline phosphatase TNAP activity – biochemical, luminescent, no phosphate acceptor, uHTS, primary screen (AID 1001) | purified TNAP, luminescent activation assay, no phosphate acceptor; higher activation fold means a stronger effect | activation fold at 20 µM, or EC50 in µM where a hit was titrated | actives 0.03% (n = 200,000); in the data active = activation fold from about 3, or a potency from the dose series; inactive = the rest, 99 in 100 with activation fold below about 1.6; also: many of its hits are not listed in these tables
RSV CPE inhibition: RSV antiviral activity via CPE protection, HEp-2 cells, primary 10 µM value included (AID 2391); actives 0.13% (n = 310,000); HEp-2 cells, RSV-induced CPE inhibition; higher % means a stronger effect; CPE inhibition, % at 10 µM, or IC50 in µM where a hit was titrated; in the data active = a potency from the dose series; inconclusive = CPE inhibition mostly from about 23% at the one dose, without a potency; inactive = the rest, 99 in 100 with CPE inhibition below about 21%; also: strong numbers were not always called active
NTR1 agonist: NTR1-driven beta-arrestin-GFP spot formation – imaging, U2OS cells, high content, primary screen (AID 493036); P30989; agonist mode; activation, % at 20 µM; actives 0.17% (n = 330,000);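 active = activation at or above 40% of the spot to cytoplasm intensity ratio, with at least 20 cells analyzed; inconclusive = wells under 20 cells, flagged as cytotoxic or low count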;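 also: 0% = DMSO without peptide and 100% = 100 nM NTR1 peptide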
Target sequence (P30989 whole entry, looked up): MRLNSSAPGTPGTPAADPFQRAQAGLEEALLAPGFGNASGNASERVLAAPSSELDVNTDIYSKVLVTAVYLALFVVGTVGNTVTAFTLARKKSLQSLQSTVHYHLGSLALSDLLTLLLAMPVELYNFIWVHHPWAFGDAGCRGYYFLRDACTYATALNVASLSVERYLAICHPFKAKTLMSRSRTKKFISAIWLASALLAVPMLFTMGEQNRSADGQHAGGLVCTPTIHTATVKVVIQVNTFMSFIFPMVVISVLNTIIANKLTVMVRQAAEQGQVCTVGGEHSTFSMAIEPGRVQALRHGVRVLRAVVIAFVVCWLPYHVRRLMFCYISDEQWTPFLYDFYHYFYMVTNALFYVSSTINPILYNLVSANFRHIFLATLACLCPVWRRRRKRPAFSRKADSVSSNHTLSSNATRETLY
UTI89 phage lysis: inhibition of K1F phage lysis, E. coli UTI89, bacterial capsule biogenesis inhibitors, alamar blue (AID 488966) | E. coli UTI89 K1F phage lysis, alamar blue, 2 h; higher % means a stronger effect | one-dose inhibition, % at 100 µM; IC50 in µM for titrated hits | actives 0.02% (n = 340,000);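 active = phage lysis inhibition, versus mean bacterial control, above a set limit; inconclusive = no clear call, values can overlap the other calls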;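 also: capsule biogenesis inhibitors block K1F phage lysis so surviving cells raise fluorescence; higher fluorescence means more inhibition of phage lysis; actives were called in the ten point dose series up to 300 µM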
Salmonella PhoP GFP: PhoP-dependent GFP reporter repression – Salmonella Typhimurium, primary screen (AID 1863) | S. Typhimurium PhoP-regulated promoter GFP reporter, 4 h; higher % means a stronger effect | inhibition, % at 50 µM; hits with a dose series show IC50 in µM | actives 0.16% (n = 300,000);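 active = inhibition over 29.93%, a cutoff 3 SD above the screen mean, later confirmed by dose response; inconclusive = inhibition over 29.93% but no dose response follow-up; inactive = inhibition at most 29.93% or unconfirmed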;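 also: 0% = low Mg2+ inducing control and 100% = high Mg2+ repressing control; strong numbers were not always called active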
Large T inhibition: SV40 large T antigen inhibitors, biochemical (AID 1903); one-dose inhibition, % at 20 µM; IC50 in µM for titrated hits; SV40 large T antigen ATPase/helicase inhibition assay; higher % means a stronger effect; actives 0.39% (n = 310,000); in the data active = a potency from the dose series; inconclusive = inhibition mostly from about 32% at the one dose, without a potency; inactive = the rest, 99 in 100 with inhibition below about 32%; also: strong numbers were not always called active
T cell HTS: T cell immune modulators affecting CD8 T cell-vesicle binding; calls only at 7 µM; actives 0.068% (n = 330,000); AID 2052; 2C CD8+ T cell-vesicle binding, flow cytometry; hits give low values;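 active = response, share of CD8 T cells binding vesicles, and their 90th percentile fluorescence all below set limits, cut at about 80% in these data, passing the limit was not always enough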
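System: murine 2C transgenic CD8+ T lymphocytes; also added: QL9-loaded Drosophila micro-vesicles; times: binding 1.5 h at 37 °C; measured by: flow cytometry, PE anti-B7-1 (FL2) versus Alexa647 anti-CD8 (FL8), PFA-fixed; control set: Peptide-free naked vesicles (low) and QL9 vesicles with 0.7% DMSO vehicle (high)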
Rac1 GTP hydrolysis: MgcRacGAP GTPase-activating activity inhibitors, confirmation, biochemical, ADP Hunter fluorescence | inhibition, % at 30 µM, or IC50 in µM where a hit was titrated | actives 0.6% (n = 340,000) | MgcRacGAP-stimulated Rac1 GTP hydrolysis, ADP Hunter fluorescence; higher % means a stronger effect; GST-tagged Rac1 F28L mutant substrate | AID 624330;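 active = first-screen hits whose inhibition reached a set limit at any dose in the follow-up dose series; inconclusive = inhibition above the set first-screen limit but never retested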;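 also: fluorescence reports GDP produced by GAP-driven GTP hydrolysis; strong numbers were not always called active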
T cell HTS vesicle-bound %: also measured in T cell HTS; calls as there; double positive events, %; measured here: CD8+ vesicle-bound cell fraction;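 binding gate set so that unloaded-vesicle control wells show 10% double positive cells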
NTR1 agonist cell count 20 µM: second read-out of NTR1 agonist, no call of its own (marks repeat the call); cell count; measured here: cell count, cytotoxicity flag
Myeloid diff MLP GFP+ MAC1+ %: second read-out of Myeloid diff MLP, no call of its own (marks repeat the call); GFP+ MAC1+ double positive, %; measured here: differentiation confirmed by MAC1 staining
The depositor's hits bear a star; i = inactive; ? = inconclusive; / = no result given; [ ] = remark or other dose.

SMILES	Myeloid diff MLP	Myeloid diff MLP GFP+ MAC1+ %	TNAP activation fold	RSV CPE inhibition	NTR1 agonist	NTR1 agonist cell count 20 µM	UTI89 phage lysis	Salmonella PhoP GFP	Large T inhibition	T cell HTS	T cell HTS vesicle-bound %	Rac1 GTP hydrolysis
COc1ccc(S(=O)(=O)N2CCN(CCc3ccccc3)CC2)cc1	i	1.2	/	22.2%	-0.5	63	-0.2%	-0.8%	2.4%	i	61.2	0.5%
CCOc1cc2[nH]c(=O)n(CCCC(=O)N(C)Cc3ccccc3)c(=O)c2cc1OCC	i	0.5	1.1	0.9%	-0.3	73	0.0%	12.0%	21.2%	i	41.6	6.3%
O=C(O)CC/C(=N/Nc1ccc([N+](=O)[O-])cc1)C(=O)O	i	0.2	/	0.8%	1.8	53	0.5%	-2.2%	15.4%	i	53.8	9.2%
CCOC(=O)c1[nH]c(C)c(C(=O)c2cc(F)ccc2F)c1C	?	/	1.1	4.0%	8.1	51	-0.7%	-6.5%	11.7%	i	44.2	6.9%
CN(C)CCNC(=O)C(C(=O)c1ccc(F)cc1)n1ccccc1=O (centres undefined)	i	0.3	1	-0.9%	2.3	77	0.4%	-10.9%	2.0%	i	56.7	6.9%
Cc1ccnc(SCC(=O)c2ccc([N+](=O)[O-])cc2)n1	i	0.9	1.1	3.1%	-0.5	76	1.9%[50 µM]	-0.4%	28.6%	i	46.0	9.1%
COc1ccc(COC(=O)C2CCN(S(=O)(=O)c3ccc(Cl)cc3)CC2)cc1	i	0.5	/	-0.5%	1.2	53	0.4%[50 µM]	-1.9%	10.9%	i	33.5	2.2%
CC(=O)N1CCc2cc(S(=O)(=O)N3CCCCCC3)ccc21	i	0.9	/	2.9%	0.9	51	0.0%	8.7%	-3.3%	i	28.5	-7.4%
Cc1cc2sc(NC(=O)c3ccco3)nc2cc1Cl	i	0.8	/	4.1%	1.1	71	-0.1%	-6.3%	4.4%	i	59.3	0.2%
COc1ccc(-c2csc(Nc3ccccn3)n2)cc1	i	0.3	1.1	2.2%	5.4	58	0.4%	-4.1%	4.6%	i	52.9	4.1%
Cc1cnc(NC(=O)c2ccc(-c3nc4ccccc4s3)o2)s1	i	0.3	1	39.2%	0.2	102	1.0%	-1.9%	2.5%	i	52.1	14.1%
Cc1ccc2[nH]c(=O)c(COC(=O)c3ccccn3)cc2c1	i	2.2	1.1	46.8%	-0.1	55	-0.3%	-0.7%	4.7%	i	26.4	-0.2%
O=C1OCCN1C(=O)[C@H]1[C@H](c2ccc(F)cc2)C(c2cccc(Cl)c2)=NN1c1ccc(Br)cc1	i	1.9	/	/	7.8	68	0.3%	/	/	/	/	6.5%
CCN(c1ccccc1)S(=O)(=O)c1cccc(C(=O)OCc2nc3sc(C)c(C)c3c(=O)[nH]2)c1	i	0.1	1	5.0%	2.3	95	0.2%	-3.0%	10.5%	i	55.8	-11.9%
CCCC(=O)Nc1ccc(NC(=S)NC(=O)c2cccs2)cc1	i	1.1	0.9	1.1%	-1.0	80	-0.3%	-2.8%	13.8%	i	56.9	-2.0%
CCOC(=O)c1c(NC(=O)c2cccs2)sc(C)c1C	i	1.1	1.1	0.9%	4.2	42	0.6%	-6.7%	0.9%	i	28.2	4.3%
CN1CCc2cc3c(c4c2C1CC41CCC(=NO)CC1)OCO3 (centres undefined)	/	/	1.1	0.8%	0.1	47	4.7%	-28.3%	10.9%	i	41.9	-22.8%
CC(C)c1ccc(CN2CCN(C(=O)CSc3nnnn3C3CC3)CC2)cc1	i	0.4	/	-0.3%	2.1	55	1.3%[50 µM]	/	/	i	21.6	7.4%
Cc1cccc(/C=C2\Sc3ccc(C(=O)N4CCCCC4)cc3N(C)C2=O)c1	i	0.0	/	12.0%	8.9	41	0.3%	-6.5%	12.9%	i	21.8	1.6%
OCCC1CN(Cc2cccn2-c2cccnc2)CCN1CCc1ccccc1 (centres undefined)	i	0.3	1.1	-2.4%	-0.6	58	0.4%	/	/	i	57.1	-3.5%
Cc1ccc(S(=O)(=O)NCC(=O)NCC(=O)NC(C)c2ccccc2Br)cc1C (centres undefined)	i	0.4	/	?	2.5	37	-0.1%	-5.8%	9.7%	i	9.3	2.8%
Cc1ccc2c(c1)-c1cc(C)nn1C(c1ccc3c(c1)OCO3)N2 (centres undefined)	i	0.5	1	1.2%	12.0	95	0.2%	7.3%	2.6%	i	44.0	6.1%
CCOC(=O)c1c(C)[nH]c(N=Nc2cc(C(=O)O)cc(C(=O)O)c2)c1C	i	0.5	/	0.1%	-0.3	72	0.0%	-1.8%	15.2%	i	51.6	-3.4%
CCOc1ccc(CCNC(=O)CN2C(=O)NC3(CCc4ccccc43)C2=O)cc1OCC (centres undefined)	i	0.0	/	0.3%	-0.5	67	0.6%[50 µM]	-8.3%	8.8%	i	37.5	5.8%
CSc1nc2ncc3c(n2n1)CC(C)(C)CC3=O	i	0.0	1.1	0.4%	0.8	25	/	-4.0%	5.3%	i	55.0	/
NC(=O)c1ccc(-n2nnnc2SCC(=O)c2ccc(O)c(O)c2)cc1	i	1.1	0.2	-0.9%	-0.1	45	-0.6%	2.2%	?	i	49.3	?
CCCCN1C(=O)/C(=C(/C#N)C(=O)N2CCCC2)c2ccccc21	i	0.1	/	-0.3%	1.4	79	0.5%	-0.9%	7.0%	i	46.3	14.2%
Cc1cccc(NC(=S)NN2CCN(C)CC2)c1	i	1.2	1.1	1.2%	-1.4	67	0.0%	-3.2%	8.6%	i	20.2	-7.4%
Cc1ccc(C2N(c3nccs3)C(=O)C3CCCN32)cc1 (centres undefined)	i	0.6	1.1	0.3%	-1.0	88	0.3%	-12.0%	2.3%	i	9.3	8.4%
COc1ccc(CC(=O)Nc2nc(C)cs2)cc1	i	0.3	1	0.1%	0.2	50	0.5%	1.6%	-4.6%	i	22.4	12.0%
CCOc1ccc(N(C(C)C(=O)NN=C2CCCCCCC2)S(C)(=O)=O)cc1 (centres undefined)	i	0.9	1	1.0%	0.1	45	-2.3%	7.2%	-1.5%	i	49.1	-8.7%
COc1ccnc(N2CCN(c3cccc(C(F)(F)F)c3)CC2)c1C#N	i	6.3	1.1	0.2%	3.7	61	0.1%	-4.8%	-6.4%	i	13.4	10.0%
CN1C(=S)SC(C)(C)C1NO (centres undefined)	i	7.0	1	1.9%	1.7	66	0.0%	8.7%	6.8%	i	14.3	-0.9%
N#C/C(=C\c1ccc(F)c(F)c1)C(=O)NC1CCCCC1	i	0.2	1.1	2.9%	1.9	47	6.9%	29.9%	4.2%	i	38.6	0.1%
CC(CCc1ccccc1)NC(=O)CNC(=O)N1CC(=O)Nc2ccccc21 (centres undefined)	i	5.5	/	-0.3%	-0.1	54	0.3%	2.5%	-1.8%	i	17.4	4.9%
CC1=C(C(=O)Nc2ccc(C)cc2C)C(c2cccc(Cl)c2)n2nc(C(=O)OC(C)C)nc2N1 (centres undefined)	i	0.1	1.1	0.5%	-0.4	60	2.3%[50 µM]	5.8%	17.2%	i	50.0	7.2%
Cc1ccc(-c2cc(-c3c(C)nn(C)c(=O)c3N)[nH]n2)cc1	i	0.3	/	0.5%	0.3	52	0.5%	-8.0%	6.5%	i	13.4	6.6%
CC(C)=CCc1c(O)cc2c(c1O)C(=O)CC(c1ccccc1)O2 (centres undefined)	i	3.4	/	1.5%	-0.2	81	2.4%	3.5%	0.8%	i	25.1	9.6%
N=C1/C(=C\c2ccc(OC(=O)c3ccco3)cc2)C(=O)N=C2SC=NN12	i	0.7	1.1	/	/	/	0.1%	-7.1%	4.0%	/	/	3.7%
COc1ccc(CNC(=O)CN(Cc2ccccc2Cl)C(=O)c2csnn2)cc1	i	0.5	/	-0.8%	-0.5	55	0.0%	2.2%	11.6%	i	42.8	3.1%
CS(=O)(=O)N(Cc1ccccc1)c1ccc(C(=O)NN=C2CCCCCC2)cc1	i	0.3	1.2	1.0%	1.8	63	-0.2%	6.5%	30.0%	i	52.1	10.6%
S=C(N/N=C1\C2CN3CCN(C2)CC1(c1ccccc1)C3)Nc1ccccc1	i	0.4	1.1	1.7%	1.7	43	0.9%	5.8%	15.0%	i	37.5	8.8%
COc1ccc(-n2ccnc2SCC(=O)Nc2ccc(OC)cc2OC)cc1	i	0.6	1.1	4.4%	-0.9	55	0.0%	-7.0%	-2.8%	i	42.7	6.5%
Cc1cc(Br)c(OCc2ccc(C(=O)N/N=C/c3ccc[nH]3)cc2)c(Br)c1	?	/	/	-1.7%	5.9	50	0.5%[50 µM]	/	/	i	31.4	3.9%
NNC(=O)c1cc(C2CC2)nc2ccc(Br)cc12	i	0.3	/	3.4%	0.2	86	1.2%[50 µM]	4.2%	2.5%	i	30.3	5.6%
COc1ccc(CCN2C(=O)CC(C(N)=O)SC2=Nc2ccc(F)cc2)cc1OC (centres undefined)	i	0.6	1.1	4.5%	0.9	60	-0.3%	-6.9%	-0.7%	i	30.8	-5.7%
Cc1cnn(-c2cc(N/N=C/c3ccccc3)ncn2)c1	i	4.2	1	2.7%	0.2	78	4.0%	11.6%	19.3%	i	44.3	4.7%
Cc1cc(C)c(OCCN2CC(C)OC(C)C2)c(Br)c1 (centres undefined)	i	0.3	1.1	-0.7%	-0.3	52	-0.3%	-9.6%	-0.3%	i	54.5	4.1%
CCc1nc2ccc(C(=O)N3CCN(c4cccc(Cl)c4)CC3)cc2nc1CC	i	4.0	/	6.1%	9.1	53	0.1%	-4.4%	14.8%	i	15.9	0.6%
O=C(O)CCc1ccc(-c2cccs2)n1-c1ccc(C(=O)O)cc1	i	0.4	1.1	1.9%	7.5	72	0.5%	6.0%	19.3%	i	42.8	10.0%
CN(CC(=O)Nc1cccc2ccccc12)c1ccc(S(=O)(=O)N2CCOCC2)cn1	i	0.7	1.1	1.1%	-0.1	70	0.1%	-4.7%	3.7%	i	14.5	-5.6%
O=C(NCc1csc(-c2cccs2)n1)c1ccsc1	i	0.5	/	1.6%	-0.7	59	1.5%	-5.6%	10.0%	i	1.7	8.8%
O=C(NCCOc1ccccc1F)c1cccc(S(=O)(=O)N2CCN(c3ccccc3)CC2)c1	i	1.4	/	44.6%	0.5	66	0.5%[50 µM]	15.3%	36.2%	i	42.5	4.8%

Screening results as filed in PubChem BioAssay.

Not a hit list; any-hit rate near 2.3%.
